EP2 antag: blocks the human prostaglandin E2 receptor EP2. P43116. 0.52% of 260,000 active. inhibition, % at 25 µM. C6 glioma cells expressing human EP2, cAMP TR-FRET; cells stimulated with saturating PGE2;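 active means percent inhibition above 40 after rounding to a whole number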;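 further: rat C6 glioma host cells with rolipram phosphodiesterase inhibitor present; the protocol text gives 20 µM as final concentration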
Target sequence (P43116 whole entry, looked up): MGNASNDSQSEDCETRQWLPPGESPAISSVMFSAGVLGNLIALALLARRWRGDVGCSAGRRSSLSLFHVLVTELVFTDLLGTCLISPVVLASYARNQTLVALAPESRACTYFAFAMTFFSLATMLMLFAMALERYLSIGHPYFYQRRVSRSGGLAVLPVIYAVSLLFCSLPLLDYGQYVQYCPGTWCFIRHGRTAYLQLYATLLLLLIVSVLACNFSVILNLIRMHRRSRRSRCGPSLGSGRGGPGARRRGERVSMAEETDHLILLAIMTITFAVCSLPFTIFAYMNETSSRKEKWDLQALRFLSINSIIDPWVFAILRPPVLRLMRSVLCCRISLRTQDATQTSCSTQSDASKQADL
The depositor's hits bear a star.

SMILES	EP2 antag
CCOc1ccccc1NC(=O)C1CCN(c2nc(C)cc(C)n2)CC1	17
Cc1ccnn1CCC(=O)N[C@@H](C)Cn1nnc2ccccc21	3
Cc1nc(C)n(C(C)CNC(=O)Cn2ccc3ccc(F)cc32)n1 (stereo unspecified)	5
CCn1cc(S(=O)(=O)N2CCC(CCc3ccc(C(=O)O)cc3)CC2)c(C)n1	4
CC(=O)Nc1ccc2nc(C3CC3)n(Cc3ccc(F)cc3)c(=O)c2c1	5
Cc1ccc2cc(C)c3nnc(SCC(=O)N4CCN(C(=O)c5ccco5)CC4)n3c2c1C	10
NCCn1c(C(F)(F)F)nc2ccccc21	12
O=C1COC(c2ccccc2O)=NN1CCCN1CCCC1	17
COc1ccc(N2CC(C(=O)OCC(=O)Nc3ccccc3C)CC2=O)cc1 (stereo unspecified)	5
CCCNC(=O)CSc1nc(-c2ccc(OC)cc2)cc(C(F)(F)F)n1	11
Cc1ccc(C2(O)CCN(Cc3cccc(OCc4ccccn4)c3)CC2)cc1	21
O=C(CSc1nnc(-c2ccncc2)n1-c1ccccc1)Nc1cccc2ccccc12	15
CCOC(=O)c1[nH]c(C)c(CN2CCC3(CC2)NC(=O)c2ccccc2O3)c1C	3
Cc1cc(C)n(CC(O)CN(Cc2ccco2)Cc2cccc3ccccc23)n1 (stereo unspecified)	8
COc1ccc(/C=C/C(=O)Nc2nccs2)cc1Br	13
OC(CN1CCC(O)(c2ccccc2F)CC1)c1ccc(Cl)cc1 (stereo unspecified)	12
Cc1c(-c2nc3cnccn3c2NCc2ccccc2)cnn1C	11
CCc1nnc(SCC(=O)N2c3ccc(F)cc3CCC2C)n1C (stereo unspecified)	13
C=CCc1c(C)nc2cc(-c3ccccc3)[nH]n2c1=O	5
CCNC(=S)N(CCCN1CCOCC1)Cc1cc2ccc(OC)cc2[nH]c1=O	7
Fc1ccc(CN(CCCN2CCOCC2)Cc2cccnc2)c(F)c1	7
Cc1ccc(NC(=O)C2Cc3ccccc3CN2S(=O)(=O)c2cccs2)c(C)c1 (stereo unspecified)	8
Cc1cccc(OCc2nnc(SCC(=O)Nc3ccc4c(c3)OCCO4)n2C)c1C	12
O=c1[nH]c2ccc(Cl)cc2c(-c2ccccc2)c1[N+](=O)[O-]	9
Cc1ccc(CN(CCCn2ccnc2)Cc2cccc(C(F)(F)F)c2)o1	8
(next part)
SMILES	EP2 antag
O=C(CCN1C(=O)/C(=C\c2cccc(Br)c2)SC1=S)NCCCN1CCOCC1	15
NCCSS(=O)(=O)CCN	13
CC(C)Oc1ccc(C(=O)Nc2ccc(NC(=O)c3ccco3)cc2)cc1	12
O=C(CCc1ccc(-c2ccc(F)cc2)o1)N1CCn2c(nnc2C2CC2)C1	5
CCNC(=O)c1cc2c(=O)n3cc(C)ccc3nc2n(CCCOC)c1=N	9
COc1cc2cc(C#N)c(SCC(=O)Nc3cccc(C(F)(F)F)c3)nc2cc1OC	20
OCCNc1nc(Nc2ccccc2C(F)(F)F)nc(N2CCCC2)n1	7
O=C(NC1CCCC1)C(c1ccccc1F)N(C(=O)c1ccco1)c1ccc2c(c1)OCO2 (stereo unspecified)	11
O=C(c1cccc(F)c1)N1CCCc2cc(C(O)CN3CCCC3)ccc21 (stereo unspecified)	3
OC(COc1ccc(Cl)cc1Cl)Cn1cnc2ccccc21 (stereo unspecified)	26
C=C(C)Cn1c(SCC(=O)Nc2ccc(C)cc2)nc2sc3c(c2c1=O)CCCC3	5
CC1CCc2c(sc3ncn4c(SCC(=O)NCc5cccs5)nnc4c23)C1 (stereo unspecified)	5
O=C(NCCN1CCC(O)(c2ccc(F)cc2)CC1)c1nccc2ccccc12	10
O=C(C1CC1)N1CCCc2cc(C(O)CN3CCC(C(F)(F)F)CC3)ccc21 (stereo unspecified)	3
COc1ccc(NC(=O)c2ccco2)cc1NC(=O)c1ccc(C(C)C)cc1	5
CCCn1c(SC)nc2c1c(=O)[nH]c(=O)n2C	7
COc1ccc(N(CC(=O)N2CCN(c3cccc(Cl)c3)CC2)S(C)(=O)=O)cc1	6
CNc1ccccc1C(=O)N1CCc2c([nH]c3ccccc23)C1=O	15
CC(C)(C)NC(=O)C(c1ccncc1)N(C(=O)c1csnn1)c1ccccc1F (stereo unspecified)	4
CCOc1cccc(C2C(C(=O)c3cccs3)=C(O)C(=O)N2CCCN(C)C)c1 (stereo unspecified)	10
O=C(Nc1ccccc1)N(Cc1cccnc1)Cc1cc2cc3c(cc2[nH]c1=O)OCCO3	19
O=C(NCc1ccccn1)C1(C(F)(F)F)C/C(=C\CCO)CCCO1 (stereo unspecified)	9
Cc1n[nH]c(C)c1C(C)NC(=O)Cn1nc(C(F)(F)F)c2c1CCCC2 (stereo unspecified)	11
COc1ccc(CNS(=O)(=O)c2cccc(S(=O)(=O)N3CCCC3)c2)cc1	14
COc1cc(C2C(C#N)=C(N)Oc3n[nH]c(C)c32)cc(Cl)c1OCc1ccccc1C#N (stereo unspecified)	13

Molecules shown so far with bromine (two):
SMILES	EP2 antag
COc1ccc(/C=C/C(=O)Nc2nccs2)cc1Br	13
O=C(CCN1C(=O)/C(=C\c2cccc(Br)c2)SC1=S)NCCCN1CCOCC1	15

(listing goes on)
SMILES	EP2 antag
O=C(NC1CCCCC1)C(c1ccco1)N(Cc1ccc2c(c1)OCO2)C(=O)Cc1cccs1 (stereo unspecified)	10
O=C(O)[C@H](Cc1cc(I)c(O)c(I)c1)C1CCCCC1	30
NCCC1([N+](=O)[O-])CCNCC1	50*
COC(=O)c1cc(NC(=O)CN2C(=O)c3cccc4cccc2c34)ccc1Cl	8
CC(C)C(=O)Nc1ccc(NC(=O)c2ccccc2)nc1	10
O=c1ccnc(SCc2ccc(Cl)cc2)[nH]1	9
Cc1cc2cc(CN(CCO)S(=O)(=O)c3ccc(Cl)cc3)c(=O)[nH]c2cc1C	13
O=c1[nH]cc(CS(=O)(=O)Cc2c[nH]c(=O)[nH]c2=O)c(=O)[nH]1	11
CCCNS(=O)(=O)c1ccc(OCC(=O)N2CCC(C)CC2)cc1	4
O=C(Cn1cnc2ccccc2c1=O)N1CC[C@@H](c2ccccc2)[C@H](O)C1	9
COc1cccc(CNC(=O)C2CCCN(c3ncccn3)C2)c1 (stereo unspecified)	9
COc1ccc2nc(NC(=O)CSc3ccc(-c4ccc5c(c4)OCCO5)nn3)sc2c1	7
CCOc1ccc2[nH]c(=O)c(CN(CC3CCCO3)C(=O)CC)cc2c1 (stereo unspecified)	8
COc1cc(C2NC(=O)NC3=C2C(=O)N(CCO)C3)ccc1O (stereo unspecified)	7
CC(=O)c1ccc(NC(=O)C(C)Sc2n[nH]c(-c3cccnc3)n2)cc1 (stereo unspecified)	10
CCc1cc(C(=O)c2ccc(Br)cc2)c(N)s1	7
CCc1nc(N2CCCC2)ncc1C(=O)N(C)Cc1cc(=O)[nH]c2ccccc12	4
CCN(CC)C(=O)C1CCN(Cc2ccccc2)CC1	10
CCN(CC)C(=O)Cn1cnc2c(cnn2-c2ccccc2Cl)c1=O	23
COc1ccc(CN2CCC(O)(c3ccccc3OC)CC2)cc1CO	5
CC[C@@H](Cn1nc(-c2ccc(F)c(F)c2)ccc1=O)NC(=O)CCc1c(C)noc1C	6
COC(=O)C[C@H]1c2cc(F)ccc2S(=O)(=O)N1C(C)C	10
CC(C)C(OC(=O)C1=Cc2ccccc2OC1)C(=O)NCC1CCCO1 (stereo unspecified)	6
Cc1ccc(NC(=O)CN2C(=O)c3cccc4cccc2c34)c(C)c1	10
Cn1c(=O)[nH]c(=O)c2c1nc(NC1CCCCC1)n2Cc1ccccc1Cl	10
(cont.)
SMILES	EP2 antag
C[C@]12CCC3c4ccc(O)cc4CCC3C1CCC2=O (stereo partly specified)	12
COc1ccc2[nH]c(=O)c(C(c3nnnn3Cc3ccc(F)cc3)N3CCC(O)CC3)cc2c1 (stereo unspecified)	12
Cc1nc2sc3c(c2c2nnc(SCC(=O)c4ccccc4F)n12)CCCC3	4
CCc1ccc(N2CC(C(=O)Nc3ccccc3I)CC2=O)cc1 (stereo unspecified)	17
CSc1nc(NC(C)C)nc(N(C)C(N)=O)n1	9
Cc1cc(NC(=O)c2cc(-c3ccc(Cl)cc3Cl)on2)no1	8
CCCCCCCCCCCCCCC(C(=O)O)C(O)(CC(=O)OC)C(=O)O (stereo unspecified)	8
CC(C)(C)NCC[C@@H](O)c1cc(C(F)(F)F)nc2c(C(F)(F)F)cccc12	49*
C=CCNC(=O)c1cnn2c(C(F)F)cc(-c3ccc(C)cc3)nc12	15
COCCn1c(N2CCCC(C)C2)nc2c1c(=O)n(C)c(=O)n2C (stereo unspecified)	6
CCn1c(=O)oc2cc(S(=O)(=O)NCCc3cc4c(cc3OC)CCC4)ccc21	2
O=C1Oc2ccccc2C(=O)/C1=C/N1C(=O)N/C(=C\c2ccccc2O)C1=O	31
CC(C)(N)CO[C@@H]1C[C@@H]2CC[C@@]1(C)C2(C)C	9
COC(=O)C1=C(C(=O)OC)[C@@H]2Nc3ccccc3[C@@]23C[C@@H](C(=O)OC)N(C(=O)C2CCC2)C3=N1	10
CC(C)(C)C(=O)c1cn(CC(=O)NCCc2ccccc2)c2ccccc12	19
CCC(c1nnnn1CC1CCCO1)N(Cc1ccco1)Cc1cc2cccc(C)c2[nH]c1=O (stereo unspecified)	5
COc1ccccc1NC(=O)CN1CCC(C(=O)c2ccc(Cl)cc2)CC1	2
Cc1ccccc1NC(=O)COC(=O)C1CC(=O)N(c2ccc(OC(C)C)cc2)C1 (stereo unspecified)	8
COc1ccc(-c2cc(C(F)(F)F)nc(SCCC(=O)N3CCC(C)CC3)n2)cc1	12
COC(=O)Cn1cnc2sc(C)c(-c3ccc(F)cc3)c2c1=O	12
CC(C)(C)c1ccc(C(=O)Nc2ccc3oc(=O)ccc3c2)cc1	5
CS(=O)(=O)N1CCN(c2ccc(NC(=O)c3ccccc3F)cc2)CC1	9
CC1CCCN(CCC(=O)Nc2ccccc2F)C1 (stereo unspecified)	9
O=C(CSc1nc(-c2cccs2)cc(C(F)(F)F)n1)Nc1cccc(Cl)c1Cl	9
COCCn1c(SCC(=O)N2CCCCC2C)nc2sc(C)c(C)c2c1=O (stereo unspecified)	7
Next part
SMILES	EP2 antag
COc1ccccc1CNS(=O)(=O)c1ccc(S(=O)(=O)N2CCC(C)CC2)cc1	4
Cc1ccc2[nH]cc(C(=O)N3CCC(C)CC3)c(=O)c2c1	16
C[C@H]1CC[C@@]2(O[C@H](CCO)C[C@H](O)[C@H]2O)O1	5
COc1cc(OC)cc(C(=O)N2CCC(C(=O)Nc3ccc(Cl)cc3)CC2)c1	9
COCCNC(=O)c1cn(C[C@@H]2CCCN(C(=O)c3oc(C)nc3C)C2)nn1	9
COc1ccc(NC(=O)CSc2nnc3n(CC(=O)N4CCCC4)c4ccccc4n23)cc1OC	17
O=C(NCCO)C(=O)NCC1OCCc2ccccc21 (stereo unspecified)	9
CC(=O)S[C@@H]1CC2=CC(=O)CC[C@]2(C)[C@H]2CC[C@@]3(C)[C@@H](CC[C@@]34CCC(=O)O4)C12 (stereo partly specified)	9
COc1cc(/C=C/C(=O)O)cc(OC)c1O	9
CCOC(=O)C1Nc2ccc(C)cc2C2C=CCC12 (stereo unspecified)	7
CC1CCN(c2ccc(C(=O)N3CCC4(CC3)NC(=O)c3ccccc3N4)cc2)CC1	5
COc1cc(OC)cc(C(=O)Nc2nc3c(s2)CCc2ccc(OC)cc2-3)c1	2
O=C(O)CSCc1cccc2ccccc12	8
Cc1nc(C)n(C(C)CNS(=O)(=O)c2ccc3c(c2)NC(=O)CO3)n1 (stereo unspecified)	4
COCCCN1C(=O)C(O)=C(C(=O)c2cccs2)C1c1ccc(C(C)(C)C)cc1 (stereo unspecified)	15
Cn1c(COc2ccc(Br)cc2)nnc1SCC(=O)NC1CCCCC1	6
CCCc1c(C)[nH]c2ccc(OC)cc2c1=O	11
CN1[C@@H]2CC(OC(=O)[C@@H](CO)c3ccccc3)C[C@H]1[C@H]1O[C@H]12 (stereo partly specified)	52*
CC(=O)c1cn(CC(=O)Nc2ccccc2F)c2ccccc12	8
COc1ccccc1CCCNC(=O)c1cc(-c2c(C)nn(C)c2C)n[nH]1	5
Cc1ccc2cc(CN(C(=S)NC(C)c3ccccc3)C3CCCC3)c(=O)[nH]c2c1 (stereo unspecified)	9
Cc1ccc2ccccc2c1NC(=O)CN1CCN(C(=O)c2ccco2)CC1	18
O=C(Nc1ccccc1N1CCOCC1)c1ccccc1F	9
COc1ccc(C(=O)CSc2nnc(-c3ccc(OC)c(OC)c3)o2)cc1	59*

Grouped by structure, those above containing a Cl atom (14)
SMILES	EP2 antag
OC(CN1CCC(O)(c2ccccc2F)CC1)c1ccc(Cl)cc1 (stereo unspecified)	12
O=c1[nH]c2ccc(Cl)cc2c(-c2ccccc2)c1[N+](=O)[O-]	9
OC(COc1ccc(Cl)cc1Cl)Cn1cnc2ccccc21 (stereo unspecified)	26
COc1ccc(N(CC(=O)N2CCN(c3cccc(Cl)c3)CC2)S(C)(=O)=O)cc1	6
COc1cc(C2C(C#N)=C(N)Oc3n[nH]c(C)c32)cc(Cl)c1OCc1ccccc1C#N (stereo unspecified)	13
COC(=O)c1cc(NC(=O)CN2C(=O)c3cccc4cccc2c34)ccc1Cl	8
O=c1ccnc(SCc2ccc(Cl)cc2)[nH]1	9
Cc1cc2cc(CN(CCO)S(=O)(=O)c3ccc(Cl)cc3)c(=O)[nH]c2cc1C	13
CCN(CC)C(=O)Cn1cnc2c(cnn2-c2ccccc2Cl)c1=O	23
Cn1c(=O)[nH]c(=O)c2c1nc(NC1CCCCC1)n2Cc1ccccc1Cl	10
Cc1cc(NC(=O)c2cc(-c3ccc(Cl)cc3Cl)on2)no1	8
COc1ccccc1NC(=O)CN1CCC(C(=O)c2ccc(Cl)cc2)CC1	2
O=C(CSc1nc(-c2cccs2)cc(C(F)(F)F)n1)Nc1cccc(Cl)c1Cl	9
COc1cc(OC)cc(C(=O)N2CCC(C(=O)Nc3ccc(Cl)cc3)CC2)c1	9

Screening results deposited in PubChem by Emory University Molecular Libraries Screening Center.

This is a subset; count on the stated rates, not on these rows.
